Rac1 mut GTP = modulators of GTP binding to human Rac1 activated mutant; percent activity (GTP binding), % at 10 µM; GST-Rac1 activated beads, fluorescent GTP binding, flow cytometry; actives lie on both sides; 100% means binding = to untreated wells; AID 764; 190,000 tested, 0.11% active;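 active means GTP binding at least 20 percentage points away from the 100% baseline, in either direction, so actives lie on both sides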
Rab7 wt modul = modulators of GTP binding to dog Rab7 wildtype GTPase; GST-Rab7 beads, fluorescent GTP binding, flow cytometry; actives lie on both sides; untreated = 100%, excess cold GTP = 0%; GTP binding activity (percent of control), % at 10 µM; 190,000 tested, 0.055% active;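 active means fluorescent GTP binding to Rab7 beads changed by at least 20 points from the 100% baseline, either direction, mostly lower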;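 further: median green fluorescence of bound Bodipy-FL-GTP per Rab7 bead population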
Bim-Mcl-1 = inhibitors of Bim-Mcl-1 interaction, human; Q07820; Bead-based flow cytometry, Bim peptide-Mcl-1 binding; inhibition, % at 10 µM; 190,000 tested, 0.1% active; AID 1009; in the data active means inhibition above about 40%;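 further: 0% = no compound tracer wells and 100% = peptide blocker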
Target sequence (Q07820 whole entry, looked up): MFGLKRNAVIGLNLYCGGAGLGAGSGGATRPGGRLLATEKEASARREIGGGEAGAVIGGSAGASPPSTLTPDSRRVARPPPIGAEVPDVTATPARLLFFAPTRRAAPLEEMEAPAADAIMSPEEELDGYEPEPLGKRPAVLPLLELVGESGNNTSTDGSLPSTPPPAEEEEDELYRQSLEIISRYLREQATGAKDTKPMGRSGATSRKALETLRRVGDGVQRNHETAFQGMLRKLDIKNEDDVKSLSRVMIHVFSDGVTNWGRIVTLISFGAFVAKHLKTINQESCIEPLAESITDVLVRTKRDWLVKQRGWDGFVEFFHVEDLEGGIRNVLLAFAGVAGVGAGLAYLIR
Cdc42 wt = modulators (inhibitors or activators) of GTP binding to human Cdc42 wildtype; GST-Cdc42 beads, Bodipy-GTP binding, flow cytometry; actives lie on both sides; percent activity (GTP binding), % at 10 µM; AID 761; 190,000 tested, 0.2% active;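 active means percent activity GTP binding at least 20 points away from the 100% baseline, either down as inhibitor or up as activator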;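 further: median bead fluorescence of bound Bodipy-FL-GTP at 100 nM; 0% = excess unlabeled GTP control and 100% = no compound control; below 100% means less GTP binding so inhibitor and above means activator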
Target sequence (P60953 whole entry, looked up): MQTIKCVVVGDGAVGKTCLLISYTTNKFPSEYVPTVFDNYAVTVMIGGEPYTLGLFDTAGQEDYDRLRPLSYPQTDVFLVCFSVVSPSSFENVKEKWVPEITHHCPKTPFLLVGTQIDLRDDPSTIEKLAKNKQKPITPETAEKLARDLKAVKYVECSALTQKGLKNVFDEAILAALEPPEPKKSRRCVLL
Pf gamet viab = inhibitors of late stage P. falciparum gametocyte viability. P. falciparum stage V gametocytes, ATP luminescence, 24 h. inhibition, % at 10.9 µM. 150,000 tested, 0.065% active;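 active means inhibition above the mean plus 3 SD of compounds within the control limits, set per campaign, cut at about 38% in these data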;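 further: 0% = DMSO wells and 100% = medium only without gametocytes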
Rac1 wt modul = alters GTP binding to wildtype human Rac1 | GTP binding activity (% of control), % at 10 µM | AID 757 | 190,000 tested, 0.27% active | GST-Rac1 beads, fluorescent GTP binding, flow cytometry; actives lie on both sides; 0 = cold GTP competed, 100 = untreated | P63000;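 active means GTP binding activity at least 20 points away from the 100% control level, either lower or higher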
Mcl1-Bid inh = Mcl-1/Bid interaction inhibition; Q07820; TR-FRET Mcl-1/Bid-Dy647 peptide binding, 1536-well; inhibition, % at 21.7 µM; 220,000 tested, 0.97% active; AID 1021;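 active means compounds that cut the binding signal by more than half at the single screening dose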;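 further: His-tagged Mcl-1 with europium anti-His antibody binding Bid BH3 peptide; 0% = Mcl-1 plus peptide wells and 100% = peptide-only wells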
Rab2 wt GTP = changes GTP binding to wildtype dog Rab2A, up or down. GTP binding activity, % at 10 µM. AID 760. 190,000 tested, 0.19% active. GST-Rab2 wt beads, Bodipy-GTP binding, flow cytometry. P61105;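 active means GTP binding activity at least 20 points away from 100%, either lowered or raised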;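 further: 0% = beads with excess unlabeled GTP and 100% = no-compound control corrected for plate trend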
HRas wt GTP = changes GTP binding to wildtype human HRas; GTP binding activity, % at 10 µM; AID 759; GST-Ras wt beads, Bodipy-FL-GTP binding, flow cytometry; actives lie on both sides; 190,000 tested, 0.14% active;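 active means GTP binding activity at least 20% away from the 100% baseline, either lowered as inhibitor or raised as activator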;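 further: 0% = unlabeled GTP competition control and 100% = no-compound control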
Target sequence (P01112 whole entry, looked up): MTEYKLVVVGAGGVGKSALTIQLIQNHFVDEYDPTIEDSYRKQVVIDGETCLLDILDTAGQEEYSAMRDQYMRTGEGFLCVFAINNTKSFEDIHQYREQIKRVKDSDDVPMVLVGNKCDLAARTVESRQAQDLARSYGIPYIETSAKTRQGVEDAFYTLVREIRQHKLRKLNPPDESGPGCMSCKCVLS
Mcl1 Noxa PPI = disrupts binding of human Mcl-1 to Noxa peptide. Q07820. TR-FRET Mcl-1/Noxa peptide binding, 2 h. inhibition, % at 21.7 µM. 220,000 tested, 1.5% active;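 active means compounds that cut the protein-peptide binding signal by more than 50% relative to plate controls in a single-dose test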;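 further: His-tagged Mcl-1 with rhodamine Noxa BH3 peptide and terbium anti-His antibody; 0% = Mcl-1 plus Noxa peptide wells and 100% = peptide-only wells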
Avidin fluor = compound fluoresces at 488/530 nm on avidin beads; compound fluorescence 488/530 nm, flow cytometry; active compounds read high; fluorescence (KMESF) at 10 µM; 220,000 tested, 0.38% active; in the data active means fluorescence above about 47; further: inactives centre near 10
* = called active by the depositor; nt = no result given.

Value order: Rac1 mut GTP	Rab7 wt modul	Bim-Mcl-1	Cdc42 wt	Pf gamet viab	Rac1 wt modul	Mcl1-Bid inh	Rab2 wt GTP	HRas wt GTP	Mcl1 Noxa PPI	Avidin fluor
- Cc1ccc(S(=O)(=O)NC2=NCN(C3CCN(Cc4ccccc4)CC3)CN2)cc1
    99	100	-1	100	nt	103	-17	101	100	2	10
- CC1=C(C(=O)OCc2ccccc2)C(c2ccc(-c3ccccc3)cc2)NC(=O)N1CCCCCC(=O)O (centres undefined)
    98	96	-1	99	5	102	21	98	101	10	10
- NC(=O)c1cnn(-c2ccc3ccccc3c2)c1N
    93	93	0	90	11	89	-17	88	89	12	12
- Cc1ccc(C(=O)Nc2ccc(N3CCOCC3)nc2)cc1
    103	110	1	108	7	113	-2	107	107	26	9
- COC(=O)CNC(=O)CN1C(=O)N(c2ccc(Cl)cc2)C(N(O)C(=O)Nc2ccc(Cl)cc2)C1(C)C (centres undefined)
    102	100	1	104	8	102	-16	103	104	10	14
- Cc1ccc(N(CN2CCCC2=O)C(=O)c2ccc(OC(C)C)cc2)cc1
    95	98	3	97	5	98	-16	97	97	9	11
- CC1(C)N=C(/C=N/O)CN1O
    99	99	2	103	nt	101	-5	99	101	4	8
- CC(=O)Nc1cccc2c1OCCO2
    101	99	0	105	nt	106	-5	101	103	-2	7
- NC(=O)c1nn(-c2ccccc2)c(=O)cc1O
    95	92	-3	98	-1	96	-33	95	95	-19	27
- CC1(c2ccc(OC(F)F)cc2)NC(=O)N(/N=C/c2c(O)ccc3ccccc23)C1=O (centres undefined)
    91	89	-2	92	-8	93	-3	90	93	33	15
- COc1ccc(C(=O)/C=C/C(=O)N(CC(=O)NC2CCCCC2)Cc2ccc(F)cc2)c(O)c1
    95	101	0	94	9	99	40	98	98	17	8
- CC(C)(/C=N/O)/[N+]([O-])=C/c1ccccc1C(F)(F)F
    99	99	-1	98	nt	100	-1	100	100	6	7
- O=C(O)/C=C\C(=O)Nc1cccc(C(=O)Nc2cccc(O)c2)c1
    89	95	7	85	nt	76*	-1	83	87	15	9
- O=C(Nc1cccc(Cl)c1)Nc1cc(S(=O)(=O)N2CCOCC2)ccc1N1CCCC1
    95	97	-1	93	nt	98	-7	94	99	-16	0
- CCN=C(NCC)SC1CC(=O)N(c2ccc(OC)cc2)C1=O (centres undefined)
    99	93	0	101	36	99	-11	96	98	-1	8
- COc1ccc(CNC(=O)COC(=O)/C=C/c2cccs2)cc1
    91	94	-3	93	nt	96	-1	94	95	-1	11
- O=C1CC(c2c[nH]c3ccccc23)C(=O)N1 (centres undefined)
    97	98	4	103	nt	103	-46	97	99	-5	9
- O=C(NCCCN1CCN(CCCNC(=O)c2cccc([N+](=O)[O-])c2)CC1)c1cccc([N+](=O)[O-])c1
    102	98	-9	98	30	100	-18	100	101	14	14
- CCCCCCNc1nc(NCc2ccco2)nc(OCC)n1
    95	94	1	97	nt	95	-16	96	95	7	3
- NC(=S)Nc1nc2ccccc2s1
    95	105	0	99	-1	104	-32	102	102	19	10

Carrying on.
Value order: Rac1 mut GTP	Rab7 wt modul	Bim-Mcl-1	Cdc42 wt	Pf gamet viab	Rac1 wt modul	Mcl1-Bid inh	Rab2 wt GTP	HRas wt GTP	Mcl1 Noxa PPI	Avidin fluor
- O=C(CN(Cc1ccc2c(c1)OCO2)C(=O)CNC(=O)c1ccco1)NC1CCCCC1
    98	100	-6	96	nt	103	-10	99	96	7	10
- COc1cc(/C=N/NC(=O)c2ccc(-n3cccc3)cc2)ccc1O
    98	102	-3	98	nt	100	-90	95	96	33	-1
- CC(C)(C)SCCNC(=O)Nc1ccccc1
    96	100	0	102	3	103	-28	98	100	4	14
- Cc1cc(OCC(=O)c2ccc(F)cc2)ccc1N1C(=O)CCC1=O
    100	99	-1	102	nt	106	3	102	100	22	12
- Cc1ccc(CN2C(=O)N/C(=C/c3cc(C)n(-c4ccccn4)c3C)C2=O)cc1
    100	102	-7	98	10	101	-106	101	102	-4	16
- Cc1cc(C)c(/C=C(\C#N)C(N)=S)c(C)c1
    101	99	-5	104	-23	106	-7	100	100	9	4
- Cc1ccc(/C=c2\sc3nc(-c4ccccc4Br)nn3c2=O)o1
    93	99	9	97	nt	98	62*	97	98	79*	9
- CCc1ccc2c(c1)/C(=N/OC)C(=O)N2
    100	101	0	100	nt	103	-36	98	97	9	2
- O=C(CC(=O)N/N=C/c1ccccc1)NCc1ccccc1
    98	108	-2	100	1	99	-15	103	101	-4	23
- O=[N+]([O-])c1ccc(C(=S)N2CCC(Cc3ccccc3)CC2)cc1
    96	103	-3	98	nt	100	-69	98	99	28	6
- COc1cc(/C=C2\OC(=O)c3c(OC)cccc32)ccc1O
    100	101	2	99	-19	102	-38	99	100	46	6
- C=CCNC(=O)C(C#N)c1nc2ccccc2nc1N1CCCCCC1 (centres undefined)
    98	102	3	99	nt	100	-71	99	99	14	16
- O=C(Nc1cnn(Cc2ccc(F)cc2)c1)c1cc(-c2ccco2)on1
    96	108	0	97	11	104	-18	102	101	-6	6
- Cc1ccc(NC(=O)C2C(c3ccccc3)C2(Cl)Cl)c(C)c1 (centres undefined)
    97	103	-2	103	-16	101	3	101	101	-20	7
- Cc1ccccc1NC(=O)Cc1cn(C)c2ccccc12
    102	101	-3	107	nt	105	-40	103	103	21	36
- COc1ccccc1CN1CCSCC1
    99	95	0	101	-8	100	23	98	97	16	10
- CCCOc1ccc(C(=O)NCc2cccnc2)cc1
    99	99	2	104	nt	102	-16	102	104	-2	13
- COC(=O)c1nn(-c2ccc3c(c2)OCO3)cc1O
    97	96	-3	101	-6	99	-41	99	99	10	9
- COc1ccc(S(=O)(=O)N(C)C)cc1NC(=O)CSc1nnc(-c2cccnc2)o1
    98	95	-1	96	nt	100	-11	94	95	1	11
- O=C(COC(=O)c1ccc2ncsc2c1)NC(=O)c1ccccc1
    95	102	3	94	2	95	27	97	98	42	19

Continuation.
Value order: Rac1 mut GTP	Rab7 wt modul	Bim-Mcl-1	Cdc42 wt	Pf gamet viab	Rac1 wt modul	Mcl1-Bid inh	Rab2 wt GTP	HRas wt GTP	Mcl1 Noxa PPI	Avidin fluor
- CC1Cc2nc(SCC(=O)OCc3ccccc3)n(C)c(=O)c2S1 (centres undefined)
    94	100	0	94	nt	101	-13	95	97	18	29
- CCOC(=O)N1CCN(C(=O)c2ccc3c(=O)n(-c4ccc(OC)cc4)c(=S)[nH]c3c2)CC1
    99	97	-1	98	nt	99	-15	101	97	8	7
- CCCCn1c(CCn2nc(C)c(Br)c2C)n[nH]c1=S
    99	101	-7	100	nt	101	0	100	98	13	6
- Cc1cc(C(=O)N2CCN(CCc3ccccc3)CC2)no1
    97	98	-2	95	nt	97	-17	98	97	-18	nt
- Cn1c2ccc(F)cc2c2ncn(Cc3ccco3)c(=O)c21
    96	98	0	98	-2	101	-45	97	98	12	10
- C/C(Cl)=C/Cn1c(SCCN2CCOCC2)nc2c1c(=O)[nH]c(=O)n2C
    101	103	2	103	nt	105	-13	100	102	0	8
- O=C(c1cccs1)N1N=C(c2ccc(O)cc2)CC1c1ccccc1 (centres undefined)
    98	98	-4	100	nt	101	0	98	95	17	1

12 successive compounds out of the list so far:
Value order: Rac1 mut GTP	Rab7 wt modul	Bim-Mcl-1	Cdc42 wt	Pf gamet viab	Rac1 wt modul	Mcl1-Bid inh	Rab2 wt GTP	HRas wt GTP	Mcl1 Noxa PPI	Avidin fluor
- Cc1ccccc1NC(=O)Cc1cn(C)c2ccccc12
    102	101	-3	107	nt	105	-40	103	103	21	36
- COc1ccccc1CN1CCSCC1
    99	95	0	101	-8	100	23	98	97	16	10
- CCCOc1ccc(C(=O)NCc2cccnc2)cc1
    99	99	2	104	nt	102	-16	102	104	-2	13
- COC(=O)c1nn(-c2ccc3c(c2)OCO3)cc1O
    97	96	-3	101	-6	99	-41	99	99	10	9
- COc1ccc(S(=O)(=O)N(C)C)cc1NC(=O)CSc1nnc(-c2cccnc2)o1
    98	95	-1	96	nt	100	-11	94	95	1	11
- O=C(COC(=O)c1ccc2ncsc2c1)NC(=O)c1ccccc1
    95	102	3	94	2	95	27	97	98	42	19
- CC1Cc2nc(SCC(=O)OCc3ccccc3)n(C)c(=O)c2S1 (centres undefined)
    94	100	0	94	nt	101	-13	95	97	18	29
- CCOC(=O)N1CCN(C(=O)c2ccc3c(=O)n(-c4ccc(OC)cc4)c(=S)[nH]c3c2)CC1
    99	97	-1	98	nt	99	-15	101	97	8	7
- CCCCn1c(CCn2nc(C)c(Br)c2C)n[nH]c1=S
    99	101	-7	100	nt	101	0	100	98	13	6
- Cc1cc(C(=O)N2CCN(CCc3ccccc3)CC2)no1
    97	98	-2	95	nt	97	-17	98	97	-18	nt
- Cn1c2ccc(F)cc2c2ncn(Cc3ccco3)c(=O)c21
    96	98	0	98	-2	101	-45	97	98	12	10
- C/C(Cl)=C/Cn1c(SCCN2CCOCC2)nc2c1c(=O)[nH]c(=O)n2C
    101	103	2	103	nt	105	-13	100	102	0	8

Some of these compounds in order of molecular weight, lowest first.
Value order: Rac1 mut GTP	Rab7 wt modul	Bim-Mcl-1	Cdc42 wt	Pf gamet viab	Rac1 wt modul	Mcl1-Bid inh	Rab2 wt GTP	HRas wt GTP	Mcl1 Noxa PPI	Avidin fluor
- Cc1cc(C(=O)N2CCN(CCc3ccccc3)CC2)no1
    97	98	-2	95	nt	97	-17	98	97	-18	nt
- O=C(c1cccs1)N1N=C(c2ccc(O)cc2)CC1c1ccccc1 (centres undefined)
    98	98	-4	100	nt	101	0	98	95	17	1
- CCCCn1c(CCn2nc(C)c(Br)c2C)n[nH]c1=S
    99	101	-7	100	nt	101	0	100	98	13	6
